# High-throughput results as filed in PubChem.
# Menin MLL FP TR: inhibitors of human menin-MLL interaction, mutant MLL peptide. O00255. Menin + Texas Red MLL mutant peptide, fluorescence polarization. Potency, µM (top dose mostly 61.6 µM), inactives show top-dose FP activity change, negative = inhibition, usual class: inhibitors. 0.23% of 270,000 active. AID 1768; active = well fitted inhibition curve with a large enough effect in the polarisation, with a control signal flat, not every such curve was filed as active; inconclusive = small, poorly fitted or top-dose-only effect, or effect the other way, or a change in a side signal; inactive = no such curve, though single readings can be large or run the other way; the % refers to the polarisation; also: potency is read from the fitted curve at half-maximal effect; % of control where 0% means no effect; many of its hits are not listed in these tables
# ELG1 genotoxic: induces genotoxicity in HEK293T cells with luciferase-tagged ELG1; HEK293T ELG1-luciferase reporter, luminescence, 16 h; Potency, µM (titrated, usually from 46 µM), without a hit: at the highest dose activity change, positive = activation, usual class: activators; 1.3% of 330,000 active; AID 504466; also: potency is read from the fitted curve at half-maximal effect; % of control where 0% means no effect; nearly all actives have a fitted effect of over 60% in size
#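 Step 1: seed 2,000 HEK293T ELG1-luciferase cells per well. Step 2: add compound or DMSO, incubate 16 hr at 37 °C. Step 3: ONE-Glo, 30 min at room temperature, read luminescence.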
# BRCA1 expr act: increases BRCA1 expression | AID 624202 | 1.1% of 380,000 active | Potency, µM (series often up to 46.1 µM), inactives show at the top dose activation, hits mostly activators | MCF7-BRCA1-FFLuc reporter, luminescence, 48 h; response scale: scaled: vehicle 0%, 10 µM genistein 100%; also: potency is read from the fitted curve at half-maximal effect; nearly all actives have a fitted effect of over 80% in size; some results filed as inactive show a strong effect at the top dose
#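 Using MCF7 cells harboring a BRCA1 firefly luciferase reporter, plated 2 h before compound pinning, the screen measured luminescence after 48 h incubation. Responses were normalized to DMSO and 10 microM genistein, then fitted for concentration-effect.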
# Rab9 promoter act: activates the Rab9 promoter; Huh7 Rab9 promoter-luciferase reporter, luminescence, 24 h; 2.8% of 320,000 active; Potency, µM (titrated, usually from 9.22 µM), inactives show top-dose activation, negative = inhibition, most hits filed as activators; AID 485297; also: potency is read from the fitted curve at half-maximal effect; % of control where 0% means no effect; nearly all actives have a fitted effect of over 60% in size
#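 Promoter activation is measured as luciferase luminescence in Huh7 cells stably transfected with a Rab9 promoter–luciferase construct, following 24 h compound exposure at 37 °C and 10 min reagent incubation at ambient temperature.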
# p53 reactivator: mutant p53 re-activation in reporter cells; H1299 p53-A138V BP100-luciferase reporter, luminescence, 24 h; Potency, µM (doses to about 92.2 µM), without a hit: top-dose activity change, positive = activation, usual class: activators; 0.063% of 320,000 active; AID 504706; also: potency is read from the fitted curve at half-maximal effect; % of control where 0% means no effect; nearly all actives have a fitted effect of over 45% in size
#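 p53-null H1299 cells stably carrying temperature-sensitive p53-A138V and a BP100-luciferase reporter were pinned with compounds (4-point, 1:5 series) and held 24 hrs at 37 deg C. Luminescence was read 10 min after detection reagent.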
# FLuc counter: inhibits or activates purified firefly luciferase, miR-21 counter-screen. Potency, µM (titrated, usually from 57.5 µM), inactives show top-dose activity change, negative = inhibition, usual class: inhibitors. P08659. 6.9% of 360,000 active. purified FLuc, Km substrates, luminescence inhibition. AID 588342;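 also: potency is read from the fitted curve at half-maximal effect; plate controls were vehicle for no effect and reference inhibitor for full effect; nearly all actives have a fitted effect of over 55% in size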
#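 Biochemical qHTS of compounds, final roughly 60 µM downward over six points, against 10 nM purified firefly luciferase using Km concentrations of substrates (10 uM D-luciferin, 10 uM ATP) in Tris acetate pH 7.5 buffer; luminescence output.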
# PKM2 act: PKM2 (human) enzyme activation | purified PKM2, Kinase-Glo ATP luminescence, activation; response scale: 0% is enzyme alone, no compound | Potency, µM (top dose mostly 57.5 µM), for the others: top-dose activation, most hits filed as activators | 0.34% of 260,000 active | AID 1631; also: potency is read from the fitted curve at half-maximal effect; % is scaled to controls: 0 for no effect and ±100 for the full control effect; nearly all actives have a fitted effect of over 55% in size
# Target sequence (P14618 whole entry, looked up): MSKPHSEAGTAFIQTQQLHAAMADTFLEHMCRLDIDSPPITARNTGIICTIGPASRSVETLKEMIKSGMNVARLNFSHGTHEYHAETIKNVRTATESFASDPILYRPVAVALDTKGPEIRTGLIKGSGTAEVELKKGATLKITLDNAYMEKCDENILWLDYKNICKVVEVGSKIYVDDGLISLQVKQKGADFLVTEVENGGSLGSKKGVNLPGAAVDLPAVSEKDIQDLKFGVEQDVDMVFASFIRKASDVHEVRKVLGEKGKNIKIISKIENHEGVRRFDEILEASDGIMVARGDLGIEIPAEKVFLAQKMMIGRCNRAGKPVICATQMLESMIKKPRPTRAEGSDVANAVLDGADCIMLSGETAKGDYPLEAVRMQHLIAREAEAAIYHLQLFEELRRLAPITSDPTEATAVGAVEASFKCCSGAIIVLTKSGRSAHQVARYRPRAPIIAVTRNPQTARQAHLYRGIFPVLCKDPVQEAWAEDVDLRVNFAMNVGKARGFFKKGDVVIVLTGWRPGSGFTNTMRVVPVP
#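 Purified hPK-M2 (>95% pure) converted ADP (0.1 mM final) to ATP with 0.5 mM PEP in 50 mM imidazole pH7.2, KCl, MgCl2, Tween 20, BSA; 1 h at room temperature. ATP detected by Kinase-Glo luminescence.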
# NPC1 prom act: activates the NPC1 promoter | Huh7 NPC1 promoter luciferase reporter, 24 h | Potency, µM (doses to about 9.22 µM), inactives show at the highest dose activation, actives largely listed as activators | 2.4% of 320,000 active | AID 485313;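 also: potency is read from the fitted curve at half-maximal effect; % of control where 0% means no effect; nearly all actives have a fitted effect of over 60% in size; reporter is driven by a mutant NPC1 promoter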
#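 Luminescence read-out of NPC1 promoter-driven luciferase in stably transfected Huh7 cells; compounds delivered in DMSO and left 24 h at 37C, 5% CO2, qHTS titration format.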
# Giardia killer: Giardia lamblia killing; activity change, % at 7.66 µM, hits read low; 0.15% of 340,000 active; Giardia lamblia trophozoite viability; in the data active = activity change below about -80%; inconclusive = between about -30% and that limit;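 also: parasites exposed to compound for two days anaerobically before the ATP read; % is scaled to controls: 0 for no effect and ±100 for the full control effect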
#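 Giardia trophozoites, 100 cells per well, were exposed to compounds for 48 hrs at 37 deg C under anaerobic conditions; viability was then read as ATP content by bioluminescence after 15-30 min at room temperature.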
# RORg inh: ROR gamma (mouse) transcription inhibition; P51450; Drosophila S2 Gal4-RORgamma UAS-luciferase reporter, 20 h; Potency, µM (titrated, usually from 53.6 µM), for inactives: at the highest dose activity change, negative = inhibition, hits mostly inhibitors; 5.4% of 310,000 active; AID 2551; also: potency is read from the fitted curve at half-maximal effect; % is scaled to controls: 0 for no effect and ±100 for the full control effect; nearly all actives have a fitted effect of over 60% in size
# Target sequence (P51450 whole entry, looked up, the tested form may be a part): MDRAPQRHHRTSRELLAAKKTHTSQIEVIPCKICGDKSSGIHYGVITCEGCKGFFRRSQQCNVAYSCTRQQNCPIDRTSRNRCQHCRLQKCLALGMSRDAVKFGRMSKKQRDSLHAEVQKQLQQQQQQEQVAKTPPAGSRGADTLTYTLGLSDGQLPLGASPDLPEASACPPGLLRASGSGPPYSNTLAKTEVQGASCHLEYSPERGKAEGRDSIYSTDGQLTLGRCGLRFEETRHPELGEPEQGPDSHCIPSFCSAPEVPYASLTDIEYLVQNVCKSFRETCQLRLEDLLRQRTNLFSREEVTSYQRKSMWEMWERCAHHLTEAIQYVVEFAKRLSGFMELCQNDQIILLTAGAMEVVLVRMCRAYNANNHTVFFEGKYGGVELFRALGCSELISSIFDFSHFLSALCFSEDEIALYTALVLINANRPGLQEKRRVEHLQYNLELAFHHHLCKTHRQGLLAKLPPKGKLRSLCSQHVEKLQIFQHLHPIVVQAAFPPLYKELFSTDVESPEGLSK
#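 Luciferase reporter read in Schneider cells carrying Gal4-RORγ (mouse) and UAS-Photinus luciferase; cells given compound 1 h before 700 uM copper sulfate induction, then incubated 20 h at ambient temperature.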
# VP16 counter: Gal4-VP16 reporter inhibition counter-screen | Drosophila S2 Gal4-VP16 UAS-luciferase, luminescence, 20 h | Potency, µM (series often up to 53.6 µM), inactives show at the top dose activity, negative = inhibition, most hits filed as inhibitors | 3.5% of 310,000 active;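 also: Gal4-VP16 expression switched on by copper sulfate through the metallothionein promoter; potency is read from the fitted curve at half-maximal effect; % is scaled to controls: 0 for no effect and ±100 for the full control effect; nearly all actives have a fitted effect of over 50% in size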
# Numbers without * were called inactive; ? = inconclusive; / = not tested or not shown; [ ] = dose if it differs, or a comment. Unless noted, calls follow the shape of the dose curve; as a rule, active = well fitted curve in the direction sought with a large enough effect; inconclusive = small, poorly fitted or top-dose-only effect, or another doubt; inactive = no such curve, though single readings can be large; an effect the other way counts as inactive or inconclusive. A portion of the library; the hit share may differ from the screen's.
SMILES,Menin MLL FP TR,ELG1 genotoxic,BRCA1 expr act,Rab9 promoter act,p53 reactivator,FLuc counter,PKM2 act,NPC1 prom act,Giardia killer,RORg inh,VP16 counter
CCC(=NCc1cc(OC)cc(OC)c1)c1c(O)n(C)c(=O)n(C)c1=O,-10%,-17%,-79%,-25%,3%,8%,-18%,-6%,-18,-14%,?
C[C@]12CC(=CO)C(=O)C[C@@H]1CC[C@@H]1[C@@H]2CC[C@@]2(C)[C@H]1CC[C@]2(C)O,2%,/,/,-6%,/,-4%,2%,-3%,/,?,10µM*
O=C(Cc1ccccc1)Oc1ccccc1N1C(=O)CCC1=O,2%,-7%,0%,-2%,-3%,-1%,-2%,4%,-16,19%,3%
O=C(CCN1CCCCC1)Nc1ccc(Cl)cc1C(=O)c1ccccc1,?,0%,-2%,-1%[1.84 µM],-2%,0%,/,-4%,-11,9%,-6%
NC(=O)CN1CC(O)CC1=O (stereo not drawn),5%,/,/,2%[46.1 µM],/,/,/,2%[46.1 µM],/,8%,-10%
C[n+]1c2ccccc2nc2ccc(NCCO)cc21,?,-18%,-48%,-5%[1.84 µM],-17%,19µM*,/,2%,7,-34%,-15%
CCCOc1ccc(N2C(=O)CC(N3CC=C(c4ccccc4)CC3)C2=O)cc1 (stereo not drawn),29%,2%,0%,0%,-2%,3%,2%,-7%,5,14%,-4%
CC/C(=N\NC(=O)Nc1ccccc1)c1c(O)n(Cc2ccccc2)c(=O)[nH]c1=O,/,4%,87%,-1%,7%,?,0%,0%,-17,29%,-7%
Fc1ccc(CNCCc2ccc3c(c2)OCO3)cc1,-1%,-5%,23%,-1%,21%,-1%,-7%[11.5 µM],-1%,19,15%,1%
CN1CCN(C(=O)Cc2nc3ccccc3[nH]2)CC1,0%,1%,-8%,1%,3%,0%,-3%,-2%,-8,-16%,0%
COC(=O)C1=C(c2c(C)noc2C)C[C@@H]2CC[C@H]1N2C(=O)NCCNC(C)=O,/,0%,-4%,-2%,-8%,4%,/,-7%,-11,/,/
COc1ccc(-n2c(O)c(C=Nc3c(C)n(C)n(-c4ccccc4)c3=O)c(=O)[nH]c2=O)cc1,14%,3%,18%,-5%,9%,-1%,-1%,2%,36[activator],4%,0%
Cn1cc(C(=O)NP(=O)(N2CCOCC2)N2CCOCC2)c2ccccc21,10%,-4%,3%,-2%,3%,49%[activator],-8%,-1%,13,6%,9%
CCn1c(O)c(C=Nc2ccc(S(N)(=O)=O)cc2)c(=O)[nH]c1=S,?,1%,-17%,-6%,3%,2%,6%,-1%,18,-15%,1%
COc1ccc(C(=O)C23CN4CN(CN(C4)C2)C3)cc1,-12%,0%,7%,-9%,-1%,0%,-9%,-5%,-23,5%,-12%
O=c1c2ccccc2nc(/C=C/c2ccc(F)cc2)n1-c1ccccn1,/,-7%,-2%,-4%,-1%,-1%,-1%,1%,15,7%,2%
COc1ccc(-c2nn(CCC#N)cc2C(=O)NCc2ccccc2)cc1OC,1%,4%,0%,-1%,/,6%,0%,-1%,14,24%,-2%
CN1CCN2c3ccc(N)cc3CC3(C(=O)NC(=O)NC3=O)C2C1 (stereo not drawn),/,-2%,-16%,-4%,1%,?,-29%,1%,8,1%,3%
O=c1[nH]c(O)c(C=NCCc2ccccc2)c(=O)[nH]1,/,0%,-1%,-2%,5%,0%,-6%,-2%,18,18%,-6%
Cc1ccc(N2C(=O)/C(=C/c3ccc(CN(CCC#N)S(C)(=O)=O)o3)C(=O)NC2=S)cc1,37%[activator],2%,1%,-1%,-4%,?,?,-1%,-4,-1%,-1%
CCOc1ccc(Cl)cc1CNCCc1ccc(F)cc1,-16%,-6%,-6%,-3%,4%,0%,-1%,-5%,8,-34%,2%
O=C(c1cc2cc(F)ccc2[nH]1)N1CCC2(CC1)OCCO2,/,9%,-17%,18%,2%,?,/,18%,29,16%,-2%
OC(c1ccccc1)(c1ccc(Cl)cc1)C1CN2CCC1CC2 (stereo not drawn),/,0%,-77%,1%,1%,-3%,-8%,1%,10,?,-13%
Cc1nn(Cc2ccccc2)c(Cl)c1C(=O)OCC(=O)Nc1cccc2ccccc12,-19%,?,-47%,2%,-7%,-2%,-3%,1%,-18,-8%,1%
O=C(NC1CC2CCCC(C1)N2)c1ccccc1 (stereo not drawn),-9%,2%,-3%,0%,2%,3%,-2%[11.5 µM],-1%,21,?,1%
CCC1(c2ccccc2)C(=O)N(C)C(=O)N(C)C1=O,14%,/,1%,/,/,5%,1%,/,4,-4%,-4%
CC/C(CC(c1ccccc1)c1c(O)c2ccccc2oc1=O)=N\NC(N)=S (stereo not drawn),11%,-3%,-26%,-6%,1%,-2%,6%,0%,6,10µM*,?
COc1cccc(NC2=NCCCS2)c1,0%,-1%,14%,-5%,/,-1%,0%,-3%,5,-8%,-2%
CC1=NCCc2c1[nH]c1cc(O)ccc21,13%[24.8 µM],-13%,-3%,0%,-2%,0%,/,6%,-5,-24%,-4%
C[C@@H]1C[C@H]2OC(=O)C3(CO3)[C@H]2[C@H](O)[C@]2(C)C(=O)C3OC3[C@@H]12 (stereo partly drawn),/,1%,/,-15%,-14%,1%,-2%,-21%,/,10µM*,?
O=C(C1CCC(=O)N1C1CCCC1)N1CCC2(CC1)OCCO2 (stereo not drawn),0%,3%,2%,-10%,-7%,8%,3%,2%,-9,-2%,0%
O=C(NC1CC1)C1CSC(c2cccnc2)=N1 (stereo not drawn),6%,1%,-14%,0%,-21%,4%,-7%,1%,-8,1%,-11%
Cc1cccc(OP(=O)(NCc2ccccc2)Oc2cccc(C)c2)c1,-20%,-1%,-75%,0%,25%,-1%,-2%,-1%,20,21%,-14%
CNC(=O)Oc1ccc(C(=O)N2c3ccccc3NC(=O)C2C)cc1 (stereo not drawn),-16%,0%,1%,-4%,4%,2%,/,-4%,-18,5%,4%
CC(Cc1cnccn1)NCc1c(C(=O)N2CCCCCCC2)nc2ccc(Cl)cn12 (stereo not drawn),-12%,-3%,-8%,9%,19%,4%,3%,5%,23,22%,8%
O=C(COC(=O)Cc1ccccc1)NCCNC(=O)COC(=O)Cc1ccccc1,/,-7%,-8%,-1%,4%,4%,/,-3%,-10,/,/
O=C(COc1ccc2ccc(=O)oc2c1)N1C[C@H]2C[C@@H](C1)c1cccc(=O)n1C2,-2%,0%,3%,-5%,6%,0%,1%,-6%,16,14%,-1%
COC(=O)c1ccc(C(c2c(C)[nH][nH]c2=O)c2c(C)[nH][nH]c2=O)cc1,-1%,-2%,-15%,-42%[inhibitor],-3%,-3%,/,-2%,-19,1%,-3%
CN(C)C(=O)Oc1cccc(OCc2n(C)c3ccccc3[n+]2C)c1,4%,-1%,-27%,-8%,15%,-1%,0%,-8%,0,-7%,6%
CN1CCC(OC(=O)Cc2ccccc2)CC1,-3%,-2%,2%,1%,2%,0%,-2%,0%,-14,-1%,-10%
CC1=NN(c2ccccc2)C(=O)C1/C=C1/C(=O)NC(=O)N(c2cc(C)cc(C)c2)C1=O (stereo not drawn),?,-1%,-43%,-7%,7%,17µM*,4%,-6%,11,22%,-6%
O=C(N/N=C/c1c(O)n(Cc2ccc(F)cc2)c(=O)[nH]c1=O)c1ccccc1O,?,4%,-50%,-2%,25%,?,1%,0%,0,?,?
CN1C(=O)C(=Cc2ccc(SC3CCCCC3)o2)C(=O)N(C)C1=O,26%,15%,2%,-1%,-1%,17µM*,?,-4%,8,-19%,15%
S=C(S)N1CCCC1,1%,-3%,-1%,0%[46.1 µM],-4%,0%,/,4%[46.1 µM],22,?,0.32µM*
CC12CN3CC(c4ccccc4)(CN(C1)C31CCCCC1)C2=O,0%,0%,-7%,0%,0%,2%[2.3 µM],11%,-1%,7,5%,6%
FC(F)(F)/C(=N\P(=S)(N1CCOCC1)N1CCOCC1)N1CCOCC1,6%,6%,0%,1%,-3%,5%,-4%,-4%,-2,-26%,6%
Cc1ccc(NC(=O)COC(=O)/C=C/c2ccco2)cc1S(=O)(=O)N(C)C,?,6%,-8%,6%,-1%,-12%,?,-3%,-11,4%,?
CCOc1c(Cl)cc(CNC(C)C(O)c2ccccc2)cc1OC (stereo not drawn),-1%,-8%,3%,0%,-5%,-1%,-3%,-1%,-28,12%,-18%
O=c1c2ccccc2nc(Cc2ccccc2)n1-c1ccc(O)cc1,5%,-3%,-30%,-1%,-3%,-3%,-5%,0%,1,6%,-1%
CN(C(=O)Oc1cccc2cccnc12)c1ccccc1,-20%,-4%,6%,1%,-12%,-4%,-5%,0%,8,0%,-8%
CCOC(=O)C1(Cc2ccc(Cl)cc2)CCN(C(C)CCn2cccn2)CC1 (stereo not drawn),-9%,-13%,-29%,-2%,4%,2%,-2%,1%,-1,-6%,-17%
